# Source: PubChem BioAssay (several laboratories)
# KCNQ1 pot – potentiators or activators of KCNQ1 channel, primary screen, cell-based, thallium flux, high-throughput. Potassium voltage-gated channel subfamily KQT member 1 (Homo sapiens), P51787. CHO-K1 KCNQ1, thallium flux FluxOR fluorescence; active compounds read high. B-score at 10 µM. 310,000 compounds, 0.35% hits;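 active = fluorescence ratio B-score, a plate-corrected score, at least three library SD, with initial intensity B-score within 5 SD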
#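 Doses: Single concentration per compound, DMSO matched to controls | Test system: KCNQ1-transfected CHO-K1 cells | Timing: 90 min dye loading and 20 min compound exposure, both at room temperature | Measured by: Kinetic FluxOR thallium fluorescence, 10-s 1-Hz baseline, 110-s post-stimulus read | Medium: Assay buffer with matched DMSO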
# PolyA inh – polyadenylation inhibitors in yeast reporter cells, primary screen, luminescence, S. cerevisiae | 300,000 compounds, 0.02% hits | calls only at 12 µM | AID 1875, 2009 | S. cerevisiae SKY197-pL101 polyadenylation reporter, beta-gal luminescence; efflux-impaired pdr1/pdr3 knockout yeast; score 100 = 6 SD above DMSO;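 active = lowest replicate activity score at least 50, where 100 means six control SD above control mean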;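 also: yeast exposed to compound for 9 h at 30 °C; higher score means more reporter readthrough which indicates perturbed polyadenylation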
# KCNK3 block – human KCNK3 channel inhibitors, primary screen, CHO cells, FluxOR thallium flux, B-score; Potassium channel subfamily K member 3 (Homo sapiens), O14649; FluxOR fluorescence; active compounds read low; B-score at 10 µM; 340,000 compounds, 0.84% hits; AID 602410, 2012;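 active = B-score under library mean minus 4 SD, starting fluorescence ratio at most library mean plus 5 SD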;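 also: more negative B-score means stronger inhibition of thallium flux through KCNK3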
# RGS4 pot – RGS4 potentiators or activators, primary screen, cell-based, HEK293 M3R inducible RGS4, calcium flux; carbachol calcium flux Fluo4; active compounds read low; B-score at 10 µM; 310,000 compounds, 0.92% hits; AID 463111, 2010;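 active = B-score of the integrated calcium signal more than 4 SD below the library mean, with starting fluorescence not abnormally high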;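 also: negative B-score means reduced calcium response which marks RGS4 activation or potentiation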
#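 Test system: HEK293 cells with stable M3R and inducible RGS4; also added: carbachol at ECmax as muscarinic agonist stimulus; schedule: dye loading 30 min 37 °C, buffer rest 30 min RT; technique: kinetic calcium fluorescence imaging with Fluo4-AM dye, 2 µM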
# hERG rescue – hERG rescue from dofetilide block, primary screen, cell-based, CHO-hERG, FluxOR thallium flux, dofetilide IC70; AID 1511, 2009; 310,000 compounds, 0.51% hits; dofetilide IC70 present; Voltage-gated inwardly rectifying potassium channel KCNH2 (Homo sapiens), Q12809; activation (rescue from dofetilide block), less the hit threshold, % at 10 µM;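 active = activation above the mean of controls blocked by dofetilide plus 5 SD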;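 also: thallium influx through hERG after potassium depolarization seen as dye fluorescence rise; in these data hits start at about 4.7%; inactives centre near -7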
# Target sequence (Q12809 whole entry, looked up): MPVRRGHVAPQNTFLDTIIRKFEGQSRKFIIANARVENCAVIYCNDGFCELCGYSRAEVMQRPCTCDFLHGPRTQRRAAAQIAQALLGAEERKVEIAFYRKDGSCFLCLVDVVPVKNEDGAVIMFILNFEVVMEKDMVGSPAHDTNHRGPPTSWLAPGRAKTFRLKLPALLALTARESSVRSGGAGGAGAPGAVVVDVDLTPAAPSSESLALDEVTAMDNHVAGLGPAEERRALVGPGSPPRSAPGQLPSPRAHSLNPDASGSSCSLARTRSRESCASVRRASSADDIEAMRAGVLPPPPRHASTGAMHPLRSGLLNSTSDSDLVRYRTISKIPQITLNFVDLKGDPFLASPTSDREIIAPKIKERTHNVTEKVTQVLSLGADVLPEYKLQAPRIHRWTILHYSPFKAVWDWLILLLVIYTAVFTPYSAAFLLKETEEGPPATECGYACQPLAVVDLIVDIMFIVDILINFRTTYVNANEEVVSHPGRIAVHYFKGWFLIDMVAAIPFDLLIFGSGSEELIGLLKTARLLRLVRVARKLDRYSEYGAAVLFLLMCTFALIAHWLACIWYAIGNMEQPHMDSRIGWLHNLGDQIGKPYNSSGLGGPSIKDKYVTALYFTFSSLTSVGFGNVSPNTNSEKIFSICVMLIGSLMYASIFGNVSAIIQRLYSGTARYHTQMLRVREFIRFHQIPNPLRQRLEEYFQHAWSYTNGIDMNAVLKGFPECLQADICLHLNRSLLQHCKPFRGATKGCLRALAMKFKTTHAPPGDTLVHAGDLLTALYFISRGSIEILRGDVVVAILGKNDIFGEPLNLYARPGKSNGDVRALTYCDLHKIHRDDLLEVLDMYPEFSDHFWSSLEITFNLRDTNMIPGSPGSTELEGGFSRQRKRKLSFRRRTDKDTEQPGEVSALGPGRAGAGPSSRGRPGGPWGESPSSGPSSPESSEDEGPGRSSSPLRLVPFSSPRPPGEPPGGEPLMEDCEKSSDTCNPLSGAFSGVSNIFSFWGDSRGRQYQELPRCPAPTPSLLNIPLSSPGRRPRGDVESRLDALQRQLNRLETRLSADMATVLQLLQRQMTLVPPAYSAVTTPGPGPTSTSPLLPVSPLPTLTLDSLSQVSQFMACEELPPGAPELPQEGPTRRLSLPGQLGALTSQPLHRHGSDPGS
# GSK3A inh – blockers of GSK3A enzyme activity – biochemical, luminescence, cell-free homogeneous, HTS, primary screen | Glycogen synthase kinase-3 alpha (Homo sapiens), P49840 | GSK-3 alpha kinase, ADP-Glo luminescence, 60 min | inhibition, % at 10 µM | 320,000 compounds, 0.1% hits | AID 2650, 2010;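 in the data active = inhibition above about 50%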;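 also: GST-tagged GSK-3 alpha with peptide substrate and 25 µM ATP; 0% = DMSO neutral wells and 100% = GW8510 positive control wells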
# KCNQ1 block – inhibitors of human KCNQ1 channel, primary screen, cell-based, thallium flux, high-throughput. Potassium voltage-gated channel subfamily KQT member 1 (Homo sapiens), P51787. CHO-K1 KCNQ1, FluxOR thallium flux fluorescence; active compounds read high. B-score at 10 µM. 310,000 compounds, 1.3% hits;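 active = compounds whose thallium flux B-score, printed positive for inhibition, exceeds three library SD while starting fluorescence stays within three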;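 also: channel opened by potassium depolarization with thallium stimulus after 20 min compound exposure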
# KCNK9 block – KCNK9 potassium channel inhibitors, primary screen, HEK293 cells, thallium flux | Potassium channel subfamily K member 9 (Homo sapiens), Q9NPC2 | FluxOR thallium flux fluorescence; active compounds read low | B-score at 10 µM | 310,000 compounds, 1.2% hits | AID 488922, 2010;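 active = ratio B-score over 3 SD below the library mean, with starting fluorescence within 5 SD of its mean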;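 also: negative B-score means less thallium flux so channel inhibition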
# GSK3B inh – human GSK3beta kinase inhibitors, primary screen, biochemical, cell-free homogeneous, HTS; Glycogen synthase kinase-3 beta (Homo sapiens), P49841; GST-GSK3beta kinase, ADP-Glo luminescence, 60 min; active compounds read low; activity score (negative = inhibition), % at 10 µM; 300,000 compounds, 0.038% hits;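 active = more than half of replicate wells score below -50%, meaning over 50% inhibition versus plate controls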;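 also: 0% = median DMSO wells and -100% = median GW8510 positive control wells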
#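 Test system: GST-fused GSK3beta enzyme, cell-free | Quantity: 1.6 ng GST-GSK3beta enzyme per well | Reagent: 25 µM ATP with peptide substrate | Schedule: 60 min enzyme reaction, room temperature | Signal: Luminescent ADP-Glo measurement of ADP formed | Read-out basis: Score relative to plate controls | Control set: DMSO and 20 µM GW8510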
# RGS4 block – RGS4 inhibitors, primary screen, cell-based, HEK293 M3R inducible RGS4, calcium flux; Fluo-4 calcium flux; active compounds read high; triggered by carbachol at its EC20; B-score at 10 µM; 310,000 compounds, 0.45% hits;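 active = B-score, a plate-corrected calcium signal, over three deviations above library mean, with baseline fluorescence within five deviations of library mean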;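 also: RGS4 expression induced by doxycycline in cells with stable M3 receptor; B-score is computed from the integrated fluorescence ratio over baseline after carbachol; higher B-score means a larger calcium signal and so more RGS4 inhibition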
# DYRK1A inh – rat Dyrk1A kinase inhibitors, primary screen, biochemical, single point, plate reader | inhibition, % at 12.5 µM | AID 504441, 2011 | Dual specificity tyrosine-phosphorylation-regulated kinase 1A (Rattus norvegicus), Q63470 | 310,000 compounds, 0.43% hits | ADP-Glo luminescence, NFATc1 peptide; in the data active = inhibition above about 50%;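 also: plate controls were vehicle with enzyme for no effect and no enzyme for full effect; many of its hits are not listed in these tables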
# Starred values were filed as active, the others as inactive; i = inactive; / = no result given. An excerpt; count on the stated rates, not on these rows.
structure | KCNQ1 pot | PolyA inh | KCNK3 block | RGS4 pot | hERG rescue | GSK3A inh | KCNQ1 block | KCNK9 block | GSK3B inh | RGS4 block | DYRK1A inh
COc1cc(/C=N/NC(=O)c2cccc(C(=O)N/N=C/c3ccc(O)c(OC)c3)n2)ccc1O | i | i | i | i | -2.4 | -0.5 | i | i | -2.6 | i | 3.8
O=C(CCCN1C(=O)C(c2ccccc2)Oc2cccnc21)NCc1ccccc1F (stereo not drawn) | i | i | i | i | -4.5 | -2.1 | i | i | 0.5 | i | -2.0
O=C(c1ccc2c(c1)N(Cc1ccc(F)cc1)C(=O)CS2)N1CCOCC1 | i | i | i | i | -10.2 | / | i | i | -8.0 | i | -1.1
CCN(CC(=O)Nc1c(F)cccc1F)C(=O)Cc1ccccc1 | i | i | i | i | -9.3 | -4.9 | i | i | 3.1 | i | -3.3
c1ccc(-c2noc(CN3CCN(C(c4ccccc4)c4ccccc4)CC3)n2)cc1 | i | i | i | i | -12.2 | -1.7 | i | -7.15* | 3.3 | i | 3.0
Cc1cc(/C=C(\C#N)C(=O)OCC(=O)Nc2ccc(OC(F)F)cc2)c(C)n1CC(C)C | i | i | i | i | -14.6 | -8.9 | i | i | 0.4 | i | -3.2
O=C(O)c1ccc(S(=O)(=O)N2CCC3(CC2)CC(=O)c2ccccc2O3)cc1 | i | i | i | i | -4.1 | 0.9 | i | i | 2.8 | i | 8.9
COc1cc(CN(CCc2c(C)[nH]c3ccc(C)cc23)C(=S)NC(C)(C)C)cc(OC)c1OC | i | i | i | i | -5.2 | 2.7 | i | i | -1.3 | i | 4.1
CCCNC(=O)c1ccc(N2CCC3(CC2)CC(c2ccc(Cl)cc2)=NO3)c([N+](=O)[O-])c1 | i | i | i | i | -13.5 | -0.3 | i | i | 0.8 | i | 17.6
O=C(Nn1cnnc1)c1cc(Cl)cc(Cl)c1 | i | i | i | i | -7.0 | -2.7 | i | i | 4.7 | i | -3.8
CS(=O)(=O)N(CC(=O)N1CCCC1)Cc1ccccc1 | i | i | i | i | -7.7 | 2.7 | i | i | -4.1 | i | /
C=CCNC(=S)N/N=C(\C)c1cccnc1 | i | i | i | i | -7.4 | 1.4 | i | i | / | i | -0.8
c1ccc2c(c1)nnn2-c1ncnc2sccc12 | i | i | i | i | -0.3 | 0.6 | i | i | -2.1 | i | -2.6
COCCN(C(=S)Nc1c(C)cccc1C)C(C)c1ccco1 (stereo not drawn) | i | i | i | i | -12.8 | -1.2 | i | i | -0.7 | i | -3.3
CSc1ccc(CN2CCN(C3CCCC3)C(CCO)C2)cc1 (stereo not drawn) | i | i | i | -8.9* | -9.2 | -5.1 | i | i | -3.0 | i | /
CCOC(=O)CCSc1nc(-c2ccc3c(c2)OCO3)cc(C(F)(F)F)c1C#N | i | i | i | i | -5.8 | 3.3 | i | i | 0.8 | i | 1.5
Cc1noc(/C=C/N(C)C)c1S(=O)(=O)N1CCCC(C(=O)NC2CCCCC2)C1 (stereo not drawn) | i | i | i | i | -9.0 | 2.9 | i | i | 0.2 | i | 0.7
Cc1ccc(-c2nnc(-n3nc(C)cc3C)c3ccccc23)cc1 | i | i | i | i | -8.4 | 1.1 | i | i | -2.2 | i | 1.8
Cc1cc(S(=O)(=O)N(Cc2ccccc2)Cc2ccc(N(C)C)cc2)ccc1-n1cnnn1 | i | i | i | i | -9.3 | -2.8 | i | i | -6.2 | i | 0.1
COC/C=C/C1=CC2=CC(=O)C(C)(OC(=O)c3cnc4ccccc4n3)C(=O)C2=CN1Cc1ccco1 (stereo not drawn) | i | i | i | i | -7.7 | -1.8 | i | i | -0.5 | i | 3.2
COc1cc(/C=N\NC(=O)C2CC3C=CC2C3)ccc1O (stereo not drawn) | i | i | i | i | -11.9 | -0.3 | i | i | 3.0 | i | -1.3
CCOP(=O)(c1c(F)c(F)c(F)c(F)c1F)C1(O)CCCCC1 (stereo not drawn) | i | i | i | i | -2.8 | -1.4 | i | i | 1.5 | i | 3.1
COC(=O)c1sc2nc(C)cc(-c3ccccc3)c2c1N | i | i | i | i | -4.2 | 2.8 | i | i | -0.3 | i | 0.7
COc1ccc(C(=O)N2CCc3c([nH]c4ccccc34)C2C(F)(F)F)cc1 (stereo not drawn) | i | i | i | i | -5.5 | 2.9 | i | i | 2.0 | i | 6.7
COC(=O)CN(c1nc(C)cc(OC)n1)S(=O)(=O)c1ccccc1 | i | i | i | i | -3.3 | / | i | i | 2.6 | i | 3.2
COc1ccc(N=Cc2c(O)[nH]c3ccccc23)cc1OC | i | i | i | i | -22.9 | 26.6 | i | i | -19.5 | i | 29.3
CCOC(=O)Nc1ccccc1C(=O)N1CCOCC1 | i | i | i | i | -5.7 | -1.9 | i | i | -1.0 | i | 7.8
CC(Oc1ccc(Cl)cc1Cl)C(=O)Nc1ccc(OCC(=O)O)cc1 (stereo not drawn) | i | i | i | i | -2.5 | -3.4 | i | i | 0.5 | i | 2.7
O=C(OCC(=O)N1CCCC1)c1ccc(S(=O)(=O)Nc2ccccc2)cc1 | i | i | i | i | -4.5 | / | i | i | 0.3 | i | /
CC(=O)c1cccc(NC(=O)CSc2ccc(-c3ccco3)nn2)c1 | i | i | i | i | -8.2 | 0.3 | i | i | -2.3 | i | -3.1
CC1CCN(c2ccc(NC(=O)Cc3ccccc3)cc2)CC1 | i | i | i | i | -7.1 | 1.0 | i | i | 0.4 | i | 0.1
CCOCCCN(Cc1ccco1)C(=O)c1cc2c(=O)[nH]c3ccc(C)cc3c2s1 | i | i | i | i | -11.5 | 1.2 | i | i | -2.1 | i | -1.7
Cc1c(C(=O)n2cnc3ccccc32)cccc1[N+](=O)[O-] | i | i | i | i | -5.1 | -2.3 | i | i | 2.9 | i | -3.1
c1ccc(-c2csc(N3CCc4ccccc4C3)n2)cc1 | i | i | i | i | -8.9 | -0.8 | i | i | -2.1 | i | -6.1
Cc1cc(C)cc(N(CC(=O)N2CCC(C)CC2)S(C)(=O)=O)c1 | i | i | i | i | -2.0 | -0.7 | i | i | 0.9 | i | -3.6
Cc1ccc(S(=O)(=O)CCc2nc3ccccc3[nH]2)cc1 | i | i | i | i | -16.2 | -0.7 | i | i | 0.5 | i | -5.4
S=C(Nc1ccccc1)Nn1cnnc1 | i | i | i | i | -4.3 | -1.4 | i | i | 0.5 | i | -0.7
COc1ccc2oc(C(=O)N(C)CCOc3ccc(Cl)cc3)c(C)c2c1 | i | i | i | i | -6.9 | -1.3 | i | i | 1.5 | i | -1.5
CCOc1cccc(/C=N/NC(=S)Nc2ccccc2[N+](=O)[O-])c1O | i | i | i | i | -15.1 | / | i | i | 0.4 | i | -3.0
O=C(Nc1ccc(F)cc1F)N1CCN(C(=O)c2ccco2)CC1 | i | i | i | i | -4.9 | 1.1 | i | i | 0.0 | i | 2.0
O=C(N/N=C/c1cccnc1)c1cc(-c2ccc(Cl)cc2)nc2ccccc12 | i | i | i | i | -8.9 | -2.3 | i | i | -0.3 | i | -2.6
CCCCOc1c(Cl)cc(C(=O)N(C)CC(=O)Nc2ccc(N3CCOCC3)cc2)cc1OCC | i | i | i | i | -9.7 | 2.0 | i | i | -1.2 | i | 4.9
COc1ccc(N(CC(=O)NC(C)(C)C)C(=O)c2ccco2)cc1 | i | i | i | i | -12.2 | -0.3 | i | i | -9.7 | i | -4.8
Cc1nn(CC(O)CN2c3ccccc3Sc3ccccc32)c(C)c1Br (stereo not drawn) | i | i | i | i | -5.3 | -1.3 | i | i | 3.1 | i | -2.6
Cc1ccc(C(=O)Nc2c3c(nn2C(C)(C)C)CS(=O)(=O)C3)cc1[N+](=O)[O-] | i | i | i | i | -8.5 | 0.8 | i | i | 1.2 | i | 1.9
CCOC(=O)/C=C/C(=O)OCC(=O)NCc1ccccc1 | i | / | i | i | -4.3 | -0.7 | i | i | -1.8 | i | -2.0
O=C(Oc1ccccc1C(=S)N1CCCCC1)c1cc([N+](=O)[O-])cc([N+](=O)[O-])c1 | i | i | i | i | -10.3 | 0.4 | i | i | -6.4 | i | 4.4
COc1ccc(-n2c3c(cc(C(=O)N4CCCCC4)c2=O)C(=O)CC(C)(C)C3)cc1 | i | i | i | i | -8.3 | -0.7 | i | i | 1.7 | i | -9.5
COC(=O)c1ccccc1NC(=S)NC(=O)C1CCCCC1 | i | i | i | i | -10.0 | 1.4 | i | i | 2.3 | i | -0.2
O=C1CCC(C(=O)N2CCCC2)CN1CCc1cccc(F)c1 (stereo not drawn) | i | i | i | i | -11.6 | -1.5 | i | i | -18.6 | i | -3.6
Cc1ccc(-n2nc(C(=O)NN)c(C)c(C#N)c2=O)cc1Cl | i | i | i | i | 0.4 | -2.0 | i | i | 0.8 | i | -1.1
Cc1ccc(Cl)c(OC(=O)Cn2cnc3c2c(=O)n(C)c(=O)n3C)c1 | i | i | i | i | -6.9 | 3.0 | i | i | 2.2 | i | -1.1
NS(=O)(=O)c1ccc(NC(=O)CSc2nc3ccccc3[nH]2)cc1 | i | i | i | i | -16.4 | 1.2 | i | i | -0.3 | i | -6.0
O=C(NCCc1ccco1)C(=O)NCC1OCCCN1S(=O)(=O)c1ccc(Cl)cc1 (stereo not drawn) | i | i | i | i | -9.6 | 1.3 | i | i | 0.3 | i | -5.6
CC(C)NC(=O)N1CCOCCOCCN(C(=O)NC(C)C)CCOCCOCC1 | i | / | i | i | -3.2 | / | i | i | -1.1 | i | 2.9
